EPAC2 antag: antagonists of human EPAC2. Q8WZA2. EPAC2 GEF exchange of Rap1B-BODIPY-GDP, fluorescence. Potency, µM (doses to about 114 µM), for the others: top-dose activity, negative = inhibition, hits mostly inhibitors. 360,000 tested, 0.18% active. AID 720708; further: potency means the concentration at half of the fitted maximal effect; on the % scale 0 is the no-effect control and ±100 the full control effect; nearly all actives have a fitted effect of over 45% in size; many of its hits are not listed in these tables
CCT chaperon mod: changes cytosolic chaperonin activity. purified chaperonin ATPase assay, HTRF ADP detection, 30 min. activity change, % (no concentration beside the values), hits read low. 360,000 tested, 0.3% active. AID 651819; in the data active means activity change below about -30%; further: on the % scale 0 is the no-effect control and ±100 the full control effect
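Enzyme 40 or 20 nM (batch-dependent) in Tris pH 7.4/KCl/MgCl2/DTT; cpd 76 uM single point; ATP 10 uM; 30 min 37 °C; Transcreener ADP HTRF detection, 30 min RT; ratio 665/615.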
PTHR1 ag: PTHR1 (human) receptor agonism; HEK293 GP2 PTHR1 cells, GloSensor cAMP luminescence, 1 h; Potency, µM (series often up to 115 µM), inactives show at the top dose activation, actives largely listed as activators; Q03431; 410,000 tested, 0.075% active; further: potency means the concentration at half of the fitted maximal effect; nearly all actives have a fitted effect of over 55% in size; some results filed as inactive show a strong effect at the top dose; inactives centre near -15; many of its hits are not listed in these tables
Target sequence (Q03431 whole entry, looked up): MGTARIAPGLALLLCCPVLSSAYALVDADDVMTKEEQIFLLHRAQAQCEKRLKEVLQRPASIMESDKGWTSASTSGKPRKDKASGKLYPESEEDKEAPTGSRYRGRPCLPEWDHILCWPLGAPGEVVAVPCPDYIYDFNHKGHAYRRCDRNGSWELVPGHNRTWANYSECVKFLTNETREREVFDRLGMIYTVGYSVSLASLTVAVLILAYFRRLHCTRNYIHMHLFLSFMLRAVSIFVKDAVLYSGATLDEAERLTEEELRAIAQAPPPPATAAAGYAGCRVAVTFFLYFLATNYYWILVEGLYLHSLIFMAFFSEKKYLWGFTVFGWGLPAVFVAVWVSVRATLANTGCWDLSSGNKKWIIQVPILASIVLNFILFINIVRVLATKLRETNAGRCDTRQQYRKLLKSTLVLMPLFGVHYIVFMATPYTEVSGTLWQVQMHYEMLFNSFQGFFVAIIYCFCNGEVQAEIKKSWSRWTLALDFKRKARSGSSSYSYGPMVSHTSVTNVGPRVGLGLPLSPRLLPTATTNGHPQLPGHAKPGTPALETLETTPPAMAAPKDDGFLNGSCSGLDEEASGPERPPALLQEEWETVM
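HEK-293-derived GP2 cells expressing PTHR1 and a GloSensor cAMP reporter, 3,000/well, plated overnight, given luciferin plus IBMX (each 0.5 mM as added) for 1 h at 37 °C, then compound for 1 h at 37 °C. Luminescence was read after 15 min at room temperature.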
DRD3 agonist: D3 dopamine receptor (human) agonism; P35462; D3R DiscoveRx beta-arrestin cells, luminescence, 90 min; max activation, %; 410,000 tested, 0.58% active; AID 652048; in the data active means max activation above about 30%; further: 0% is about no effect; mostly tested at two doses, the higher about 12 µM
Target sequence (P35462 whole entry, looked up): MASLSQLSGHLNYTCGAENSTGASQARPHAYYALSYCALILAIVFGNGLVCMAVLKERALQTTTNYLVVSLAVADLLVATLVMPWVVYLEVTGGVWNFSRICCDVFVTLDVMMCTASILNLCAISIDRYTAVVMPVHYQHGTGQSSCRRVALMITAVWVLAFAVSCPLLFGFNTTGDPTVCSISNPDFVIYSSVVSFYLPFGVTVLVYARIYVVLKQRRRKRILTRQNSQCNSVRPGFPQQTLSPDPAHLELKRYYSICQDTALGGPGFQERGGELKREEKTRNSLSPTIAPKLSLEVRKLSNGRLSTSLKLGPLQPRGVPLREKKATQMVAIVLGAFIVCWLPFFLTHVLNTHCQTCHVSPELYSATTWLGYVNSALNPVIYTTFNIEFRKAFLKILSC
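Agonist-mode cell screen: cells plated at 1500/well and incubated overnight at 37 °C, then exposed to library compounds for 90 min at 37 °C. Detection reagent was added for 30–60 min at room temperature, and luminescence was read.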
DRD3 antagonist: antagonists of human D3 dopamine receptor; 360,000 tested, 2.5% active; AID 652054; P35462; D3R cells, DiscoveRx beta-arrestin luminescence, antagonist mode; active compounds read low; max response, negative = inhibition, %; in the data active means max response below about -50%; inconclusive means no clear call, values can overlap the other calls; further: on the % scale 0 is the no-effect control and ±100 the full control effect; mostly tested at two doses, the higher about 12 µM
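Cells expressing the human receptor were seeded at 1500 cells/well, incubated overnight at 37 degrees C in 5% CO2, then exposed to library compounds with dopamine controls for 90 minutes at 37 degrees C before luminescent detection.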
EPAC2 agonist: agonists of human EPAC2 (RAPGEF4). Q8WZA2. EPAC2 activation, biochemical qHTS; response scale: 100% = 6.5 mM cAMP response. Potency, µM (highest dose often 154 µM), inactives show at the highest dose activation, usual class: activators. 360,000 tested, 0.079% active. AID 720711; further: potency means the concentration at half of the fitted maximal effect; nearly all actives have a fitted effect of over 50% in size
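qHTS, titration series. 100 nM EPAC2 / 250 nM Rap1B-BODIPY-GDP / 50 uM GDP; RT; ex 480/em 540 nm, 5-min reads to 30 min. Norm. to 6.5 mM cAMP = activation.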
MmCpn inh: inhibitors of Methanococcus maripaludis chaperonin (MmCpn). purified Mm-Cpn ATPase, ADP Transcreener TR-FRET. Potency, µM (doses to about 76.9 µM), for inactives: at the top dose activity, negative = inhibition, most hits filed as inhibitors. 330,000 tested, 0.031% active; further: potency means the concentration at half of the fitted maximal effect; on the % scale 0 is the no-effect control and ±100 the full control effect; nearly all actives have a fitted effect of over 80% in size
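Quantitative HTS used 25 nM Mm-CPN and 10 uM ATP in magnesium/KCl Tris buffer, pH 7.4, with 1 mM DTT. Hydrolysis ran 30 min at 37°C; ADP was read by HTRF.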
Akt phos inh: inhibitors of Akt phosphorylation; Neuro2A IGF-stimulated pAkt S473 HTRF, 20 min; active compounds read low; activity change, % for hits at 50 µM; 360,000 tested, 0.32% active; AID 651550; in the data active means activity change below about -80%; inconclusive means mostly about -51% to -80%; further: on the % scale 0 is the no-effect control and ±100 the full control effect
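Neuro2A cells (4,500/well, DMEM with 0.5% FBS) were treated with compound at a single 50 µM final concentration, stimulated with 6 nM IGF for 20 min at 37 °C, and lysed. Phospho-Akt Ser473 was read by HTRF as 665/615 ratio ×10^4.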
Active calls of the source: *; i = inactive; ? = inconclusive; . = not tested or not shown; & = joins results of further samples; [ ] = another dose, or the depositor's remark. Unless noted, the call rests on the fitted dose curve; in most records, active means well fitted curve in the direction sought with a large enough effect; inconclusive means small, poorly fitted or top-dose-only effect, or another doubt; inactive means no such curve, though single readings can be large; an effect the other way counts as inactive or inconclusive. Some of the compounds tested; rates above refer to the full screens.

SMILES	EPAC2 antag	CCT chaperon mod	PTHR1 ag	DRD3 agonist	DRD3 antagonist	EPAC2 agonist	MmCpn inh	Akt phos inh
O=C(COc1ccc(/C=N/NC(=O)c2ccc(O)cc2)cc1)Nc1cccc([N+](=O)[O-])c1	-25%	-1.8	i	2	24	?	0%	i
O=C1CC(c2ccccc2)Oc2ccc(Cl)cc21 (stereo not drawn)	-20%	0.6	-30%[inhibitor]	3	-6	3%	.	i
CCc1c(C#N)c(SCc2c(C)noc2C)nc2c1C(=O)CC(C)(C)C2	11%	4.9	-51%[inhibitor]	-11	10	6%	-1%	i
COc1ccc(OCC(=O)Nc2cccc(-c3nc4ccccc4[nH]3)c2)cc1	-4%	-3.6	i	-14	-9	12%	1%	?
Cc1cccc(Oc2ccc(N)cc2)c1	-5%	-2.2	-52%[inhibitor]	-1	15	11%	0%	i
CCc1ccc(-c2csc3ncn(CC(=O)N4CCOCC4)c(=O)c23)cc1	-3%	-1.2	0%	3	-7	4%	-4%	i
COc1ccc(NC(=O)CN2C(=O)NC3(CC(C)CC(C)(C)C3)C2=O)cc1S(=O)(=O)N1CCCCC1 (stereo not drawn)	-7%	-0.3	-21%	-12	1	-4%	1%	i
COc1cc(NC(=O)c2ccccc2)c(OC)cc1NC(=O)Cc1ccccc1	1%	1.8	0%	5	8	2%	-4%	i
C=C/C(C)=C/C[C@H]1C(=C)CCC2[C@](C)(C(=O)O)CCC[C@@]21C (stereo partly drawn)	-7%	-0.3	-23%	-2	1	-13%	2%	i
CCOC(=O)Cn1nc(C)c2c1CCCC2=O	-2%	-3.3	i	-1	18	-5%	1%	i
CCn1cc(C(=O)Nc2sc(C)c(C)c2C(=O)OC)cn1	6%	-1.6	i	12	16	-2%	-11%	i
CCOC(=O)c1sc(=S)n(-c2ccc(Cl)cc2)c1SC	3%[57.1 µM]	0.4	i	-10	?	17%	2%	i
Cc1ccc(CSC2=NCCN2C(=O)c2ccc([N+](=O)[O-])cc2)cc1	7%	0.1	-23%	-2	-7	11%	-28%	i
Cc1nc2ccc(C(=O)N3c4ccccc4CC3C)cc2s1 (stereo not drawn)	-5%	2.0	-1%	2	0	10%	-2%	i
Cc1c(C(=O)Nc2c(F)cccc2F)sc2ncnc(N3CCN(c4ccccc4)CC3)c12	0%	1.1	i	0	5	9%	-20%	i
Cc1ccc(-c2noc(CCC(=O)NC3CCN(Cc4ccccc4)CC3)n2)cc1	-3%	-2.3	-16%	-2	1	-6%	-7%	i
O=C(O)CN=C(NS(=O)(=O)c1ccc(Cl)cc1)c1ccccc1	-1%	-1.9	-11%[57.5 µM]	1	?	7%	1%	i
O=C(Nc1ccccc1F)C1CCCC1	4%	1.6	i	6	-3	10%	.	i
Cc1ccc(NC(=O)COC(=O)CN2CCCCCC2=O)cc1C	-3%	-0.1	i	-4	-13	3%	0%	i
CN(CC(=O)NC1CC(C)(C)NC(C)(C)C1)S(=O)(=O)c1ccc(Br)cc1	8%	0.1	i	6	1	6%	-2%	i
COc1ccc(S(=O)(=O)N2CCOC23CCN(S(=O)(=O)c2ccc(F)cc2)CC3)cc1	14%	1.2	-3%	4	29	4%	0%	i
COc1cccc(-c2cnc3c(NC(C)=O)cc(-c4ccc(C(=O)NC5CC5)cc4)cn23)c1	9%	-35*	10%	7	73	9%	.	i
CC(C)C(=O)Nc1nnc(S(=O)(=O)N2CCc3ccccc32)s1	-3%	-0.6	-5%	-2&7	2	-4%	-1%	i
Cc1cc(C)c(NC(=O)CNC(=O)Cc2ccc(S(=O)(=O)N3CCOCC3)s2)c(C)c1	0%	-1.6	-7%	-1	6	-6%	1%	i
COc1ccccc1CCN=C(N)NS(=O)(=O)c1ccc(F)cc1	-4%	0.8	-21%	1	9	1%	-4%	i
SMILES	EPAC2 antag	CCT chaperon mod	PTHR1 ag	DRD3 agonist	DRD3 antagonist	EPAC2 agonist	MmCpn inh	Akt phos inh
COc1ccccc1C(=O)NCC(=O)OCC(=O)Nc1ccc2[nH]c(=O)[nH]c2c1	7%	-6.6	i	-1	24	0%	-20%	i
CC1CCCCC12NC(=O)N(CC(=O)N1CCc3ccccc31)C2=O (stereo not drawn)	-1%	-1.0	-7%	-11	-1	-1%	-2%	i
N#C/C(=C\c1ccc(OCC(N)=O)cc1)c1ccccc1	22%	2.8	-40%[inhibitor]	0	9	0%	-2%	i
CC(NS(=O)(=O)c1ccc2c(c1)c(=O)n(C)c(=O)n2C)C(=O)NC1CCCCC1 (stereo not drawn)	15%	-2.4	8%	1	-28	6%	?	i
O=C(c1ccccc1Br)N1CCC(c2nc3ccccc3s2)CC1	14%	-1.8	-39%[inhibitor]	-1	-6	13%	-17%	i
N#Cc1ncc(C(F)(F)F)cc1Sc1ccccc1N	5%	-0.4	-3%	-6	-12	-5%	0%	i
COc1ccc(NC(=O)CO/N=C/C(=O)Nc2ccccc2C)c([N+](=O)[O-])c1	1%	-3.9	-8%	5	0	15%	0%	i
O=C(NNC(=O)c1cc2cc(OC(F)(F)F)ccc2[nH]1)c1ccc(Cl)cc1	1%	0.1	-2%	-7	5	2%	0%	i
CN1CCN(C(=O)c2cnn(-c3ccccc3)c2NC(=O)c2ccc([N+](=O)[O-])cc2)CC1	-3%	-0.2	i	0	-5	8%	-1%	i
CCN1CCN(CCCNC(=O)CN2C(=O)c3cccnc3Oc3ccc(Cl)cc32)CC1	6%	-6.0	i	-7	-12	8%	-7%	i
Cc1ccc(S(=O)(=O)N(C)C[C@H]2Oc3cc(C#CC4CCCC4)ccc3S(=O)(=O)N([C@H](C)CO)C[C@H]2C)cc1	0%	-1.0	i	5	33	-4%	.	i
COC(=O)c1c(NC(=O)C2CCCO2)sc2c1CCC2 (stereo not drawn)	7%	-1.1	-4%[57.5 µM]	4	0	-1%	2%	i
Cc1cc(C)cc(OCC(=O)N(C)CC(=O)Nc2ccc(Cl)c(C(F)(F)F)c2)c1	-21%	-1.9	i	12	4	2%	1%	i
COc1cccc(/C=N/NC(=O)Cn2nc([N+](=O)[O-])cc2C)c1	3%	0.9	i	9	7	6%	4%	i
Cn1cc(CNCc2ccccc2OCC(O)CN2CCc3ccccc3C2)cn1 (stereo not drawn)	34%[activator]	4.3	i	-17	-71*	2%	1%	i
FC(F)(F)c1ccc2c3n(nc2c1)CCN=C3c1ccc(Cl)cc1	-19%	-0.1	-7%	-1	18	7%	-2%	i
O=Cc1c(F)cccc1N1CCCC1	5%	-0.5	-9%	0	2	-4%	-1%	i
COc1ccc(NC(=O)N(C)[C@H]2C[C@H]3c4[nH]c5ccc(-c6cccc(C)c6)cc5c4CCN3C[C@H]2[C@H](C)O)cc1	0%	0.3	14%	-9	-21	23%	.	i
Nc1cccc2c(O)cccc12	0%	-0.4	-17%	27	2	9%	.	i
Cc1c(NC(=O)Cc2noc3ccccc23)cccc1[N+](=O)[O-]	3%	2.2	-1%	-15	-22	3%	-1%	i
C/C(CC(=O)Nc1ccc(OCc2ccccc2)cc1)=N\NC(=O)C(=O)Nc1cccc(C)c1	-1%	0.3	i	4	0	5%	1%	i
C/C(=N/NC(=O)CNc1ccc(C)cc1)c1ccc(Br)s1	-1%	-1.4	?	8	12	6%	-4%	i
OC(c1ccccc1)C(O)C(c1ccccc1)N1CCCCC1 (stereo not drawn)	14%	-2.0	-5%	8	9	6%	.	i
CC(=O)CCC(=O)N1CCCC(CNC(=O)c2ccc(-c3ccccc3)cc2)C1 (stereo not drawn)	-9%	-1.6	-25%	-3	0	4%	-3%	i
CC(C#N)(NC(=O)COC(=O)c1ccccc1NCCO)C1CC1 (stereo not drawn)	-2%	0.7	-19%	14	-7	3%	-6%	i

Profiles, quoted from the list.
CN1CCN(C(=O)c2cnn(-c3ccccc3)c2NC(=O)c2ccc([N+](=O)[O-])cc2)CC1 reads EPAC2 antag: -3%; CCT chaperon mod: -0.2; PTHR1 ag: i; DRD3 agonist: 0; DRD3 antagonist: -5; EPAC2 agonist: 8%; MmCpn inh: -1%; Akt phos inh: i
COc1cccc(/C=N/NC(=O)Cn2nc([N+](=O)[O-])cc2C)c1 reads EPAC2 antag: 3%; CCT chaperon mod: 0.9; PTHR1 ag: i; DRD3 agonist: 9; DRD3 antagonist: 7; EPAC2 agonist: 6%; MmCpn inh: 4%; Akt phos inh: i
O=Cc1c(F)cccc1N1CCCC1 reads EPAC2 antag: 5%; CCT chaperon mod: -0.5; PTHR1 ag: -9%; DRD3 agonist: 0; DRD3 antagonist: 2; EPAC2 agonist: -4%; MmCpn inh: -1%; Akt phos inh: i

Further entries.
SMILES	EPAC2 antag	CCT chaperon mod	PTHR1 ag	DRD3 agonist	DRD3 antagonist	EPAC2 agonist	MmCpn inh	Akt phos inh
Cc1ccc(NC(=S)NCCc2ccc(S(N)(=O)=O)cc2)cc1C	0%	-1.1	i	-3	4	4%	0%	i
O=C(COC(=O)c1ccccc1Br)Nc1ccc(F)cc1	3%	-0.7	i	-1	-1	7%	1%	i
COc1ccc2c(c1)C=C(C(=O)OCc1cccnc1)CO2	-6%	-2.6	-8%	2	2	13%	0%	i
COc1cc(C(=O)NCCC(=O)N2CCN(C)CC2)cc(OC)c1OC	15%	-6.0	i	3	-2	-1%	3%	i
COc1ccc(CN2C(=O)C(CC(=O)NC(c3ccccc3)c3ccccc3)CC(C(=O)N(C(C)C)C(C)C)=C2C)cc1 (stereo not drawn)	-7%	-1.2	-14%	2	-3	6%	.	i
CC(C)(C)OC(=O)N1CCCC(C(=O)Nc2cccc(C(=O)NC3CC3)c2)C1 (stereo not drawn)	2%	-2.4	i	10	-15	7%	.	i
COc1ccc2nc(NC(=O)C3CC(=O)N(c4ccccc4)C3)sc2c1 (stereo not drawn)	0%	0.5	-1%	-8	-8	9%	1%	i
CS(=O)(=O)N(CC(=O)NCc1ccco1)c1ccc(Cl)cc1Cl	-13%	0.4	?	0	-29	5%	1%	i
COc1ccc(C)cc1NC(=O)CN1CCN(c2ccc(F)cc2)CC1	1%[57.1 µM]	-0.3	i	-12	?	5%	0%	i
COC(=O)CN(Cc1ccccc1)S(=O)(=O)c1ccc(OC)c(OC)c1	4%	-3.4	-2%[57.5 µM]	8	-9	-1%	-1%	i
CCOc1ccc(-n2c(SCC(=O)NCc3ccco3)nnc2-c2c[nH]c3ccccc23)cc1	-10%	0.2	i	-1	-4	9%	0%	i
N#CCSc1nc2ccccc2c2nc3ccccc3n12	7%	-3.6	-10%	6	7	3%	0%	i
